PAX8 inh HTS – PAX8 transcriptional activity inhibition; 1.2% of 360,000 active; RMG-I TPO-luciferase reporter, SteadyGlo, 24 h; inhibition, % at 12.6 µM; AID 652154;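 active = mean replicate inhibition at least 60% with every replicate also reaching 60%; inconclusive = only one of the two criteria is met; inactive = mean below 60% and not all replicates reaching 60%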;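 also: luciferase light reporting Pax8 driven TPO promoter activity; plate controls were median of neutral control wells for no effect and mitoxantrone controls for full effect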
EWS-Fli block – EWS/Fli transcriptional activity inhibition; inhibition, % at 12.6 µM; A673 NR0B1-luciferase reporter, viability-normalised; 0.67% of 350,000 active; AID 651661;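 active = mean inhibition of at least 50% after viability correction, with every replicate also passing that limit; inconclusive = mean reaches 50% but only one of two replicates passes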;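 also: firefly luciferase signal divided by Alamar Blue viability fluorescence both relative to DMSO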
Xi reactivation – reactivates the inactive X chromosome in mouse fibroblasts. XiGFP mouse fibroblasts, % GFP-positive cells imaging, 3 d; cells co-treated with 5-aza-dC sensitizer; scaled so ellipticine positive control = 100%. activation, % at 7.58 µM. AID 743238. 0.055% of 360,000 active;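 active = mean normalized replicate activation at least 10% and every replicate at or above 10%; inconclusive = only one of the two criteria met; inactive = mean below 10% and not all replicates reach 10%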;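 also: 0% = median of on-plate neutral control wells and 100% = ellipticine 6 µM median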
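System: SV40-immortalized XiGFP fibroblast cells, line 68-5-11 / Incubation: 3-day compound exposure, then 15 min fixation at room temperature / Compound: single concentration per compound, delivered by pin transfer / Buffer or medium: DMEM plus 5-aza-dC sensitizer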
ERp5 inh – ERp5 (human) disulfide isomerase inhibition; 0.05% of 350,000 active; AID 651711; ERp5 insulin aggregation, absorbance 650 nm, 90 min; inhibition, % at 9.99 µM;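 active = mean replicate inhibition above about 25%, with every replicate also reaching it, limit read from the data, passing the limit was not always enough; inconclusive = only one of those two criteria met; inactive = neither criterion met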
Target sequence (Q15084 whole entry, looked up): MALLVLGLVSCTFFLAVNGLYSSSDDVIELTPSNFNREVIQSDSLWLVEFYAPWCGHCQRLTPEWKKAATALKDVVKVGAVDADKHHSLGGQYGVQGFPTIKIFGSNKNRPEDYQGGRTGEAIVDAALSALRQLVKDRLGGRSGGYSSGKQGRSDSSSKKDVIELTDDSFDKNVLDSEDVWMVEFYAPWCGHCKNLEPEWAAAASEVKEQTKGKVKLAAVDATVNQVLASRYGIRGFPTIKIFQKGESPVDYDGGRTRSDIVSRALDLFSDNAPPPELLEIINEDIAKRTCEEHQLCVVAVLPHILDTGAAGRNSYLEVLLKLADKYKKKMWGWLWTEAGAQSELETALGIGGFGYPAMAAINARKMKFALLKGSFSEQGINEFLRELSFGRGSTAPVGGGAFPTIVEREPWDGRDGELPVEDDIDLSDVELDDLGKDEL
ARNT-TACC3 inh – disruptors of human ARNT/TACC3 interaction | AID 623870 | Q9Y6A5 | inhibition, % at 9.99 µM | 0.66% of 390,000 active | AlphaScreen His-ARNT PAS-B/GST-TACC3 binding, luminescence; TACC3 fragment carries E629A point mutation;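 active = mean inhibition of replicates at least 50% and at least half of replicates each reaching 50%; inconclusive = half or more replicates reach 50% but mean below 50%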;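 also: 0% = complete ARNT plus TACC3 wells and 100% = ARNT alone without TACC3; many hits fall short of the cut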
INS-1E GSIS act – primary screen for activators of insulin secretion dependent on glucose, INS-1E cells, GLuc reporter luminescence; activation, % at 16.6 µM; 0.61% of 370,000 active; INS-1E GLuc reporter insulin secretion, 2-3 h; AID 743287;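 active = lowest replicate activation of at least 40%, so every replicate reaches that level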;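 also: 0% = median of neutral control wells and 100% = median of IBMX positive control wells; some compounds called inactive have numbers as strong as hits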
DENV2 CPE rescue – inhibitors of DENV2 cytopathic effect; CPE inhibition, % at 9.99 µM; 1.7% of 350,000 active; DENV2-infected cells, cytopathic effect rescue, plate reader; AID 651640; in the data active = CPE inhibition above about 20%, passing the limit was not always enough; inconclusive = no clear call, values can overlap the other calls; tested in BHK-21 cells;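 also: 0% = median of neutral control wells and 100% = median of positive control wells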
F508del corr – correctors of CFTR F508del function in bronchial epithelial cells. CFBE cells, YFP halide quenching; stimulated with forskolin plus potentiator P3; % fluorescence drop versus neutral controls. activity (quench increase), % at 7.58 µM. 0.36% of 350,000 active. AID 720511;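 active = mean added fluorescence quench of at least 8% versus neutral control, with both replicates also reaching 8%; inconclusive = only one of the mean or replicate conditions met; inactive = mean below 8% and not both replicates reaching 8%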;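 also: cells transiently co-express mutant CFTR-F508del with the halide-sensitive YFP; corrector assay measuring rescue of mutant channel to the surface after 24 h compound exposure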
The depositor's hits bear a star; ? = inconclusive; . = no result given; & = joins results of further samples.

SMILES	PAX8 inh HTS	EWS-Fli block	Xi reactivation	ERp5 inh	ARNT-TACC3 inh	INS-1E GSIS act	DENV2 CPE rescue	F508del corr
Cc1noc(C)c1NC(=O)Nc1ccc2c(c1)CC(=O)N([C@@H](C)CO)C[C@H](C)[C@@H](CN(C)S(=O)(=O)c1c(C)noc1C)O2	-7	-4	-0.1	4	-2	10	-8	-2.5
NC(=O)NOCc1ccccc1F	-20	-3	0.1	5	.	3	7	-3.8
O=S1(=O)CCC(NC2CCCC2)C1 (stereo not drawn)	-15	6	0.2	4	-11	-2	-4	1.7
CCC(C)c1ccccc1NC(=O)C(C)Sc1n[nH]c(N)n1 (stereo not drawn)	-4	2	0.0	2	.	-34	5	-2.2
CC1(C(=O)NS(=O)(=O)c2ccc(Cl)cc2)CCN1C(=O)Cc1ccccc1 (stereo not drawn)	-5	-6	-0.2	4	.	-2	-1	-2.5
FC(F)(F)c1nc(Sc2ncccc2C(F)(F)F)n[nH]1	-9	-18	0.2	1	2	5	0	0.0
CNC(=O)c1sc(-c2ccccn2)nc1C	-8	1	0.0	7	-2	3	.	1.1
Cc1ccc(NC(=O)Nc2nnc(Cc3ccc(F)cc3)s2)cc1	-23	-42	0.0	2	-5	13	-2	2.9
NC(N)=Nc1nc(C2COc3ccccc3O2)cs1 (stereo not drawn)	-153	-8	0.0	6	.	5	8	-0.6
O=C(C1CCN(S(=O)(=O)c2ccccc2F)CC1)N1CCc2ccccc21	-10	-2	0.0	3	0	12	13	2.6
COc1ccc(NC(=O)Nc2ccc3c(c2)C(=O)N([C@@H](C)CO)C[C@H](C)[C@@H](CN(C)S(=O)(=O)c2ccc(C)cc2)OCCCC[C@@H](C)O3)cc1	20	-14	-1.1	1	0	3	5	-2.7
COCCN(Cc1ccccc1)C(=O)c1c(C)nn(-c2ccccc2)c1C	-4	-11	0.5	-1	1	4	-3	-0.1
Cc1cc(Cl)ccc1OC(C)C(=O)Nc1ccc(S(=O)(=O)N2CCOCC2)cc1 (stereo not drawn)	34	.	0.0	2	0	-5	-9	-3.0
C[C@@H]1CCCCO[C@H](CN(C)C(=O)CCC(F)(F)F)[C@H](C)CN([C@@H](C)CO)C(=O)c2cc(N(C)C)ccc2O1	18	-4	-0.3	3	-9	-12	0	1.4
COc1ccc(S(=O)(=O)Nc2ccc3c(c2)C(=O)N([C@H](C)CO)C[C@H](C)[C@@H](CN(C)C(=O)Nc2c(C)noc2C)O3)cc1	-17	-12&0	0.0&-0.4	1&16	5&-1	-2&11	15&4	-0.8&-2.6
Cc1ccc(S(=O)(=O)Nc2c(C)nn(C)c2C)cc1	.	-2	.	3	-10	4	-9	-2.1
O=C(N/N=C/c1ccccn1)c1cc(-c2ccc(Br)s2)[nH]n1	-16	3	0.0	4	0	6	-3	-0.1
Cn1c(=O)c(C(=O)COc2ccc(C#N)cc2)c(N)n(Cc2ccccc2)c1=O	-5	1	-0.1	-5	0	5	-2	1.0
C[C@@H]1CN([C@@H](C)CO)C(=O)Cc2cc(NC(=O)Nc3ccc4c(c3)OCO4)ccc2O[C@@H]1CN(C)Cc1ccccc1	15	-15	0.1	-12	0	-14	1	1.8
O=C(CCc1ccccc1)Nc1cc(C(=O)O)cc(C(=O)O)c1	3	10	0.0	2	-9	30	-5	3.8
CC1CCN(S(=O)(=O)c2cc(C(=O)N3CCN(c4ccccc4)CC3)ccc2Br)CC1	56	14	0.1	13	.	.	-6	2.5
NNC(=O)c1snnc1-c1ccccc1	-7	-6	-0.1	-1	4	-1	-4	1.6
COc1ccc(C(=O)NC2=NCCS2)cc1S(=O)(=O)N1CCOCC1	11	8	0.0	-28	.	2	-5	-1.0
COc1cccc(C(=O)NCC(=O)NNc2ncnc(N)c2[N+](=O)[O-])c1	7	-6	0.1	-1	15	9	0	-2.1
Cc1noc(C)c1NC(=O)N(C)C[C@H]1OCCCC[C@@H](C)Oc2ccc(NS(C)(=O)=O)cc2C(=O)N([C@H](C)CO)C[C@@H]1C	7	-2	0.1	.	0	1	5	-0.2
N/C(=N\OC(=O)c1cc(-c2ccccc2)nc2ccccc12)c1cccnc1	27	2	-0.1	-4	.	28	8	0.5
COc1cccc(C(=O)NCCCN2CCN(CCCNC(=O)c3cccc(OC)c3)CC2)c1	17	.	0.0	.	-1	-1	.	.
O=C(Nc1ccccc1F)N1CCCCN2[C@H](C1)[C@@H](c1ccc(C#Cc3cccnc3)cc1)[C@@H]2CO	9	-2	0.0	-2	-10	17	-18	-0.9
CCOc1ccc(NC(=O)c2sc3nc(N4CCOCC4)c4c(c3c2N)CCCC4)cc1	-9	-5	0.2	17	.	15	-2	2.0
Cc1ccc(S(=O)(=O)N(C)C[C@@H]2OCCCC[C@H](C)Oc3ccc(NC(=O)Nc4ccccc4)cc3C(=O)N([C@@H](C)CO)C[C@H]2C)cc1	.	11	0.1	-12	-9	4	?	-3.4
CC(=O)N1[C@H](CO)[C@H]2c3ccccc3N(S(=O)(=O)c3ccccc3C)C[C@H]21	-3	-5	0.0	3	0	14	-6	-0.9
COc1cccc(CNC(=O)CN(C)S(=O)(=O)c2ccc3c(c2)CC(C)N3C(C)=O)c1 (stereo not drawn)	7	2	0.0	0	-17	13	5	-1.6
O=c1cc(-c2ccccc2Cl)oc2c(NS(=O)(=O)c3ccccc3C(F)(F)F)ccc(O)c12	-25	13	0.0	5	17	3	10	2.7
CS(=O)(=O)c1ccc(Cl)c(NC(=O)c2cc(=O)[nH]c3ccc(S(=O)(=O)N4CCOCC4)cc23)c1	-3	-15	0.2	4	-9	7	-14	3.0
CO[C@@H](CN(C)Cc1nccs1)[C@@H](C)CN([C@@H](C)CO)S(=O)(=O)c1ccc(C)cc1	.	2	0.0	1	-2	-1	0	-1.0
O=C(C[C@H]1C[C@H]2c3cc(NC(=O)NC4CCCC4)ccc3O[C@H]2[C@@H](CO)O1)NCc1ccc2c(c1)OCO2	-24	-1	0.2	-11	7	5	-2	0.6
COc1cc(/C=C(\C#N)C(=O)Nc2ccc3ccccc3c2)c([N+](=O)[O-])cc1OC	11	.	0.0	.	-12	22	.	.
CC(C)(C)C(=O)Nc1sc2c(c1C#N)CCN(Cc1ccccc1)C2	-4	18	0.3	-5	-2	.	1	-0.1
COCC(=O)N(C)C[C@@H]1Oc2cc(C#CCC(C)C)ccc2S(=O)(=O)N([C@@H](C)CO)C[C@H]1C	.	-5	0.0	0	-1	-2	-8	0.4
Cc1ccc2nc(SC(C(=O)c3ccccc3)c3ccccc3)nc(C)c2c1 (stereo not drawn)	-12	.	0.0	2	-4	8	-1	.
COc1ccc(COc2ccccc2C(=O)Nc2ccccn2)cc1[N+](=O)[O-]	20	-12	0.0	-1	-5	6	3	-0.8
Clc1ccc(-c2nnc(-c3ccccc3)o2)cn1	-72	-67	0.1	-3	-10	-5	0	-3.1
O=C(Nc1ccccc1)N1CCCCN2[C@@H](CO)[C@H](c3ccc(Br)cc3)[C@@H]2C1	-11	15	0.0	0	4	-12	?	-5.9
C[C@@H]1CN([C@@H](C)CO)C(=O)c2cc(NC(=O)Nc3cccc4ccccc34)ccc2O[C@@H]1CN(C)Cc1ccc(C(=O)O)cc1	13	8	-0.8	5	-2	-10	18	-1.4
Cn1c(CN2CCCC(C(=O)c3ccc4c(c3)OCO4)C2)nc2ccccc21 (stereo not drawn)	15	.	0.1	.	-10	12	.	.
O=C(NCc1ccc(C(F)(F)F)cc1)C1CC(c2c(Cl)cccc2Cl)=NO1 (stereo not drawn)	13	-2	0.5	-4	10	-23	-9	1.9
Cc1ccc(N2CC(C(=O)N3CCC(C(=O)NC(C)(C)C)CC3)CC2=O)cc1 (stereo not drawn)	7	.	0.0	4	-11	8	-4	-3.1
CC(=O)Nc1ccc(NC(=S)NC(=O)/C=C/c2ccc(Cl)cc2)cc1	2	-4	0.0	3	-3	0	0	-0.3
Nc1nc2c(nc(SCc3ccccc3Br)n2[C@@H]2O[C@H](CO)[C@@H](O)[C@H]2O)c(=O)[nH]1	-5	1	0.0	7	0	16	12	0.1
Cc1ccc2cccc(OC(=O)c3cccnc3Oc3ccccc3)c2n1	-2	3	0.2	1	.	18	-6	1.3
COc1ccc(-c2cc(C(=O)OCC(=O)NC3CC3)c3ccccc3n2)cc1	-36	-31	0.0	-2	-1	44	-2	2.4
Cc1cc2c(cc(C(=O)OCC(=O)NC3CCCCC3)n2C)o1	-7	-47	-0.4	13	10	15	-4	-3.2
O=C(CC1CC1)N1CC[C@@H]2[C@@H](CO)Nc3ccc(-c4cccc(F)c4)cc3[C@@H]21	11	1	0.1	-7	0	-4	1	2.0
COc1cc(-c2nnc3n2CCCCC3)cc(OC)c1OC	5	-5	0.0	0	-7	19	1	-0.8
COC(=O)C[C@H]1CC[C@@H]2[C@@H](COc3ccc(NC(=O)c4ccccc4F)cc3C(=O)N2C)O1	-6	-5	0.1	-8	1	3	1	.
COCC#Cc1ccc2c(c1)O[C@H](CN(C)Cc1ccccn1)[C@@H](C)CN([C@H](C)CO)S2(=O)=O	3	2	0.5	-3	-2	0	-3	-0.7
Cc1cc(NC(=O)CCl)n(-c2nc3ccccc3s2)n1	23	-36	0.0	4	-12	5	-1	1.5
CCc1ccc(N2C(=O)C3NN=C(C(=O)OCc4ccccc4)C3C2=O)cc1 (stereo not drawn)	6	.	-0.2	.	-1	-16	.	.
C[C@@H]1CN([C@H](C)CO)C(=O)c2cccc(NC(=O)NC3CCCCC3)c2O[C@H]1CN(C)C(=O)NC1CCCCC1	.	-16	0.1	-4	-8	-3	15	-1.2
CCCC(C(=O)O)n1c(O)c(C=C2N=c3ccccc3=N2)sc1=S (stereo not drawn)	20	-3	0.3	-7	-3	0	5	-1.0
Additional compounds
SMILES	PAX8 inh HTS	EWS-Fli block	Xi reactivation	ERp5 inh	ARNT-TACC3 inh	INS-1E GSIS act	DENV2 CPE rescue	F508del corr
CC(C)Nc1ncnc2c1ncn2[C@H]1CN(Cc2cccnc2)C[C@@H](CO)O1	-23	-11	-0.3	2	.	8	-1	1.6
COc1ccccc1-c1ccc(SCc2ccc(F)cc2)nn1	-20	-21	-0.1	2	10	-16	1	-1.4
Cc1cc(=O)oc2cc(OC(C)C(=O)NCCCn3ccnc3)ccc12 (stereo not drawn)	-6	4	0.1	-5	0	0	-3	-4.8
Cc1ccccc1NC(=O)Cc1nc(COC(=O)C(NC(=O)c2ccccc2C)C(C)C)cs1 (stereo not drawn)	-1	2	-0.1	6	3	-13	2	-1.9
COCC1CCCN(C(=O)c2ccc(OC3CCN(Cc4ccccn4)CC3)cc2)C1 (stereo not drawn)	-5	7	-0.2	-8	-1	7	7	0.3
C[C@@H]1CCCCO[C@H](CN(C)Cc2ccccc2)[C@H](C)CN([C@@H](C)CO)C(=O)c2cc(N(C)C)ccc2O1	-20	2	0.0	2	15	-10	2	3.4
Cc1ccccc1CN1[C@@H](C)[C@H](c2ccccc2)Oc2cccc(N3CCCC(C)C3)c2S1(=O)=O (stereo partly drawn)	-12	7	-0.1	-3	.	8	?	5.6
O=C1OC(/C=C/c2ccc(Cl)cc2)=NC/1=C/c1ccco1	-12	.	0.1	.	0	4	.	.
CC(C)C(NCc1c(Cl)cccc1Cl)C(=O)O (stereo not drawn)	.	7	.	2	2	8	-10	-1.5
